# G9a inh: G9a (human) methyltransferase inhibition | Q96KQ7 | G9a H3K9 monomethylation, AlphaScreen, 2 h | Potency, µM (series often up to 102 µM), for inactives: at the highest dose activity, negative = inhibition, most hits filed as inhibitors | 350,000 tested, 8.8% active; also: potency is read from the fitted curve at half-maximal effect; % is scaled to controls: 0 for no effect and ±100 for the full control effect; nearly all actives have a fitted effect of over 75% in size
# Target sequence (Q96KQ7 913-1193 limits assumed): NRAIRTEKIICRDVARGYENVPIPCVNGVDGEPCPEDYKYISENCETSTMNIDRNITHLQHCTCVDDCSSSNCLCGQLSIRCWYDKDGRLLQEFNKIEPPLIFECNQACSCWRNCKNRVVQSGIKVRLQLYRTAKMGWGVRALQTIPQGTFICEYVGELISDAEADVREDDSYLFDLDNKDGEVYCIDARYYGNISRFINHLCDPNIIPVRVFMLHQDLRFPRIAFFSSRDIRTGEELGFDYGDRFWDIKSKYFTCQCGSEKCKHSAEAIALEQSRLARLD
#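 AlphaScreen detection with an anti-monomethyl H3K9 antibody quantified product after a 2 h room-temperature reaction containing 500 nM biotinylated H3K9 peptide, 20 µM SAM and 20 nM enzyme, which had been preincubated 15 min with compound.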
# HP1b chromo inh: blocks HP1-beta chromodomain binding to methylated histone tails; Potency, µM (highest dose often 114 µM), inactives show at the top dose activity change, negative = inhibition, most hits filed as inhibitors; AID 540317; AlphaScreen HP1-beta / biotin-H3K9me3 peptide binding; 390,000 tested, 0.56% active; also: potency is read from the fitted curve at half-maximal effect; nearly all actives have a fitted effect of over 70% in size; inactives centre near 23
#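 HP1-beta protein (50 nM final) preincubated 30 min at room temperature with biotinylated H3(1-18)K9me3 peptide (50 nM) in PBS pH 7.4, 0.01% Tween-20, then compound added for 30 min. AlphaScreen streptavidin donor/nickel chelate acceptor beads (10 ug/mL final), 30 min dark, luminescence read.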
# Pin1 inhibitor: inhibitors of human Pin1; 390,000 tested, 0.009% active; Potency, µM (highest dose often 115 µM), without a hit: top-dose activity, negative = inhibition, most hits filed as inhibitors; Pin1 FP peptide displacement, HiFluor488, 10 min; Q13526; active = well fitted inhibition curve with a large enough effect in the polarisation, with a control signal flat, not every such curve was filed as active; inconclusive = small, poorly fitted or top-dose-only effect, or effect the other way, or a change in a side signal; inactive = no such curve, though single readings can be large or run the other way; the % refers to the polarisation; also: potency is read from the fitted curve at half-maximal effect; % is scaled to controls: 0 for no effect and ±100 for the full control effect
# Tb PGK inh: T. brucei PGK inhibition; PGK/GAPDH coupled, Kinase-Glo luminescence, 60 min; Potency, µM (titrated, usually from 57.5 µM), for inactives: at the top dose activity change, negative = inhibition, most hits filed as inhibitors; 380,000 tested, 0.043% active; also: potency is read from the fitted curve at half-maximal effect; % is scaled to controls: 0 for no effect and ±100 for the full control effect; nearly all actives have a fitted effect of over 60% in size
#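 Luminescent ATP detection (Kinase-Glo Plus) follows a 60-minute room-temperature incubation, with wells lacking PGK as controls. Buffer: 100 mM TEA (pH 7.6), 5 mM MgCl2, 0.01% Tween-20. Coupling enzyme GAPDH (100 nM final) supplies unstable 1,3-BPG in-well.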
# PI4K2A block: inhibitors of human PI4K2A | 420,000 tested, 0.13% active | purified PI4K2A, ADP-Glo luminescence, 1 h; stronger effect = lower value | activity change, negative = inhibition, % at 76.9 µM; in the data active = activity change below about -50%; inconclusive = mostly about -30% to -49%;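 also: -100% = wells without enzyme as full effect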
#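 ADP-Glo luminescence measured ADP generated by PI4K2A enzyme (4 ug/mL before mixing) with 1.2 mM PI substrate (pre-mix) and 300 microM ATP (pre-mix). Tris pH7.5 buffer with MgCl2, Triton X-100; 1 h reaction at ambient temperature.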
# POLH inh: blocks human DNA polymerase eta activity; recombinant Pol eta, fluorescent DNA replication assay; Potency, µM (highest dose often 114 µM), inactives show at the top dose activity change, negative = inhibition, usual class: inhibitors; 390,000 tested, 1.2% active; also: potency is read from the fitted curve at half-maximal effect; % is scaled to controls: 0 for no effect and ±100 for the full control effect
# Target sequence (Q9Y253 whole entry, looked up): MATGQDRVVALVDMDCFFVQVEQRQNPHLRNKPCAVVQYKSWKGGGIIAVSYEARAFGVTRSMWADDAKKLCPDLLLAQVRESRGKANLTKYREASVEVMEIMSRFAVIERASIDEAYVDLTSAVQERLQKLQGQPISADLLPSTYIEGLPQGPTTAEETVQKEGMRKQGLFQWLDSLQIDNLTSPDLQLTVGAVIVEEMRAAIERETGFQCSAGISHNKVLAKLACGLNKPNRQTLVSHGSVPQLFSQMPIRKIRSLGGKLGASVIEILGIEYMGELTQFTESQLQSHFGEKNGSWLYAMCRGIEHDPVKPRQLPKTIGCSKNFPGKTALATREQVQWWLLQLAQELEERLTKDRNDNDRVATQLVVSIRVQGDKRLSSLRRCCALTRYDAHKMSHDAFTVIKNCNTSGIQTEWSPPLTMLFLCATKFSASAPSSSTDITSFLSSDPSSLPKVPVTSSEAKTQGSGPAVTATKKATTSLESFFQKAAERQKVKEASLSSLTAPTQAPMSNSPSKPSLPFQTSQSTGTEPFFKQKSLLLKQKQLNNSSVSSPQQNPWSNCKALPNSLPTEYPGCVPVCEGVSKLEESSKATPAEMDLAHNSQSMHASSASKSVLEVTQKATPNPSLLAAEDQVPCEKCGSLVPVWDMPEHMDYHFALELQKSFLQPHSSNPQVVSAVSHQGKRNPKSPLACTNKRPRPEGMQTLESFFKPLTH
#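 Pol eta at 10 nM preincubated with compounds 15 min at room temperature; reaction started with fluorescent substrate (50 nM final) and read kinetically at 0 and 10 min.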
# GLS inhibitor: glutaminase GLS (human) inhibition | O94925 | GLS enzymatic activity, qHTS titration | Potency, µM (doses to about 45.5 µM), without a hit: at the highest dose activity change, negative = inhibition, actives largely listed as inhibitors | 410,000 tested, 0.21% active | AID 624170; also: potency is read from the fitted curve at half-maximal effect; % is scaled to controls: 0 for no effect and ±100 for the full control effect
#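 Read-out is an Amplex red fluorescence increase coupled through glutamate oxidase and HRP, measured before and after 30 min room-temperature incubation. hKGA is in 45 mM KH2PO4 (pH 8.2) with 0.02% Tween-20; glutamine added as 1mM solution.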
# JMJD2A Tudor inh: JMJD2A Tudor domain (human) inhibition. O75164. AlphaScreen JMJD2A-Tudor / H3K4me3 peptide binding. Potency, µM (doses to about 114 µM), without a hit: at the highest dose activity change, negative = inhibition, most hits filed as inhibitors. 390,000 tested, 4.4% active. AID 504339; also: potency is read from the fitted curve at half-maximal effect; % is scaled to controls: 0 for no effect and ±100 for the full control effect; nearly all actives have a fitted effect of over 50% in size
# BAZ2B block: inhibitors of human BAZ2B bromodomain. AlphaScreen BAZ2B-H3K14Ac peptide displacement. 360,000 tested, 4.4% active. Potency, µM (doses to about 114 µM), for the others: at the top dose activity change, negative = inhibition, most hits filed as inhibitors. AID 504333; also: potency is read from the fitted curve at half-maximal effect; % is scaled to controls: 0 for no effect and ±100 for the full control effect; nearly all actives have a fitted effect of over 60% in size
#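 Protein-peptide AlphaScreen: BAZ2B 50 nM, b-H3K14Ac 50 nM, 1x PBS pH 7.4 + 0.01% Tween-20. Preincubation 30 min RT; cpd 30 min RT (top 110 uM); beads 20 min RT, light-protected.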
# * hit, by the source's call; i = inactive; u = inconclusive; x = not tested or not shown; & = joins results of further samples; [ ] = remark or other dose. Unless noted, calls follow the shape of the dose curve; as a rule, active = well fitted curve in the direction sought with a large enough effect; inconclusive = small, poorly fitted or top-dose-only effect, or another doubt; inactive = no such curve, though single readings can be large; an effect the other way counts as inactive or inconclusive.
SMILES,G9a inh,HP1b chromo inh,Pin1 inhibitor,Tb PGK inh,PI4K2A block,POLH inh,GLS inhibitor,JMJD2A Tudor inh,BAZ2B block
COc1cc2c(cc1OC)n(CC(=O)c1ccc(C)cc1)c(=O)n1nc(CCn3nc(C)cc3C)nc21,4%[59 µM],13%,-2%,-3%,-6,13%,-8%,0%,2%
COc1cccc(CNC(=O)CCc2cn(Cc3ccccc3Cl)c3ccccc23)c1,-45%[59 µM],27%,13%,i,0,-14%,-8%,-7%,-16%
COc1ccc(C(C[N+](=O)[O-])c2c(-c3ccccc3)cc3ccccn23)cc1OC (stereo not given),10µM*,-5%,0%,-3%,-4,-11%,-12%,-21%[57.1 µM],u
CCC(C)c1ccccc1N1CC(C(=O)NCCc2ccc(OC)c(OC)c2)CC1=O (stereo not given),5%,28%,1%,-1%,-8,-8%,-11%,0%,10%
CN(C1CCCCC1)S(=O)(=O)c1cn(C)c(=O)n(C)c1=O,7%[12.7 µM],51%[activator],-3%,5%,0,4%,2%,-13%,5%
CCc1c(C)nc2ncnn2c1NCc1cccs1,0%,27%,-6%,-3%,0,-7%,21%,-10%,3%
O=C(CN1CCN(c2ccccc2O)CC1)Nc1cc([N+](=O)[O-])ccc1Cl,45µM*,3%[57 µM],-9%,-1%,-5,-7%,13%,-35%,-35%
Cc1ccc(S(=O)(=O)c2nc(S(=O)(=O)c3ccccc3)sc2N2CCN(C)CC2)cc1,-17%,2%,-1%,3%,-1,-13%,-2%,-33%,u
CCOC(=O)Cn1c(=O)c2c(nc(Br)n2Cc2ccc(Cl)cc2)n(C)c1=O,-34%[12.7 µM],40%,4%,-4%,-4,-15%,0%,-3%,0%
Cc1ccc(-c2ccc(CCC(=O)O)n2NC(=O)c2ccco2)cc1,8%[12.7 µM],30%,-8%,-9%,13,-8%,7%,-10%,2%
Cc1cccc(N2CCN(CCCNc3ncnc4onc(-c5ccc(Cl)cc5)c34)CC2C)c1 (stereo not given),u,-21%,-5%,-5%,9,-20%,4%,u,u
C[C@@H]1CN([C@H](C)CO)C(=O)c2cccc(NS(=O)(=O)c3cccs3)c2O[C@H]1CN(C)Cc1ccccc1,x,20%,0%,-6%,4,-3%,0%,-31%,x
Cc1ccc(-n2nc(C)c3c(C)c(CCC(=O)NCC4CCCO4)c(=O)n(C)c32)cc1 (stereo not given),x,15%[57 µM],2%,0%,7,-5%,6%,-1%,-11%
COCCN1CN=C(NS(=O)(=O)c2ccc(C)cc2)NC1,42%[activator],44%&23%[activator],-12%&1%,-7%&-2%,-4&0,-8%&-6%,-6%&7%,-6%&-16%,1%&-5%
CCCn1c(SCc2nc(-c3ccc(OC)cc3OC)no2)nnc1-c1ccc(Cl)cc1,-51%[59 µM],9%,4%,7%,-4,-9%,4%,-27%,u
CCCCCOc1ccc(/C=C/C(=O)Nc2sc(C)c(C)c2C(=O)OCC)cc1OC,u,-9%,-3%,i,8,-23%,-2%,-21%,2%
CC(=O)Nc1nc2n(n1)C(c1ccc(F)cc1)C=C(c1ccc(Cl)cc1)N2 (stereo not given),u,63%[activator],-3%,-8%,2,-20%,-3%,-6%,u
O=C(CSc1nnc(-c2ccncc2)n1Cc1ccco1)Nc1nccs1,9%[59 µM],50%,3%,-1%,3,-11%,-6%,-6%,8%
O=[N+]([O-])c1cccc(S(=O)(=O)c2ccc(NCCO)c([N+](=O)[O-])c2)c1,-29%,u,-3%,-3%,6,-18%,u,14µM*,-28%
CC(C)CCN1CC(C(=O)NC(C)C)CC1=O (stereo not given),5%[59 µM],29%,0%,5%,-3,-13%,6%,-15%,5%
CC(C)[C@@H](NC(=O)C1CCN(C(=O)[C@@H]2CCCN2C(=O)OC(C)(C)C)CC1)C(=O)NCc1ccc(F)cc1,x,41%[activator],6%,i,6,-10%,-7%,-3%,-9%
Cc1ccc(CNC(=O)CCCOc2cc(=O)n(C)c3ccccc23)o1,u,-2%,0%,-9%,5,-23%,-3%,-28%,-7%
CCOCCCNC(=S)NCCCNc1nc2c(C)c(C)ccc2cc1C#N,56µM*,26%,1%,-6%,10,u,-3%,-9%,-3%
Cc1ccc(-c2cc(C(=O)NN3CCOCC3)c3cc(Br)ccc3n2)o1,u,17%,1%,-3%,-1,0%,2%,-13%,-33%
CCc1cc(C(=O)NC2CCCN(Cc3ccccc3F)C2)n(C)n1 (stereo not given),-5%,46%[activator],-1%,8%,-1,-8%,-1%,0%,-12%

# The list goes on.
SMILES,G9a inh,HP1b chromo inh,Pin1 inhibitor,Tb PGK inh,PI4K2A block,POLH inh,GLS inhibitor,JMJD2A Tudor inh,BAZ2B block
O=C(Cn1ccn(-c2ccc(F)c(Cl)c2)c(=O)c1=O)NCCc1ccccc1,1%,1%,16%,3%,3,1%,11%,-16%,-4%
COCCNC(=O)c1ccc2c(=O)n(CCCN3CCCC3=O)c(=S)[nH]c2c1,u,14%,-1%,1%,-1,2%,-24%,u,u
CC(C)CC(=O)Nc1ccc(C(=O)COC(=O)C2CCC2)cc1,39%[activator],32%,-2%,3%,4,6%,1%,-2%,-12%
N#CCC(=O)Nc1ccc(C(=O)OCC(=O)Nc2cc(-c3ccccc3)nn2-c2ccccc2)cc1,x,x,x,11%,0,-5%,-3%,x,x
Cn1cc(S(=O)(=O)c2ccccc2)c(=O)c2cc(F)c(N3CCN(c4ccccc4)CC3)cc21,7%[59 µM],40%[activator],-3%,0%,-2,-7%,14%,-15%,3%
O=C(NCc1ccc(F)cc1)C1CCCN1S(=O)(=O)c1ccccc1C(F)(F)F (stereo not given),15%[12.7 µM],42%[activator],0%,-5%,4,0%,-2%,-21%,-2%
CCC(C(=O)Nc1cccc(OC)c1)n1nc(C)c2c(C)n(-c3ccccc3)nc2c1=O (stereo not given),1%,37%,2%,i,-3,-20%,1%,-22%,-17%
Cc1cccc(C)c1OCc1nnc(SCC(=O)Nc2ccccc2F)o1,-6%,50%[activator],u,-5%,2,-22%,-3%,-1%,8%
COc1ccc(CNC(=O)C(=O)NCC2OCCN2S(=O)(=O)c2cccs2)cc1 (stereo not given),-2%,37%,1%,-3%,-2,-2%,0%,1%,0%
O=C(Cn1ncc2c3ccccc3n(Cc3ccccc3)c2c1=O)N1CCN(c2ncccn2)CC1,-35%[59 µM],-2%,26%,2%,6,-6%,14%,-24%,-10%
Cc1cc(C(=O)COC(=O)c2ccc[nH]c2=O)c(C)n1C1CC1,u,11%,-9%,5%,-4,-18%,9%,-28%,u
CCOc1ccc(CCNC(=O)CSc2nc3ncc(Cl)cc3[nH]2)cc1OCC,x,36%,20%,1%,-5,-7%,7%,u,-13%
CSc1ccccc1NC(=O)CN(c1ccccc1)S(=O)(=O)N(C)C,u,9%,-4%,-7%,1,3%,-1%,-6%,-17%
CCOc1cc(C(=O)NCCc2sc(-c3ccc(F)cc3)nc2C)cc(OCC)c1OCC,20%[59 µM],5%[57 µM],1%,i,3,-2%,9%,-23%,-9%
CC1CCN(S(=O)(=O)c2cccc(-c3nnc(-c4cccnc4)o3)c2)CC1,22%[59 µM],-10%,1%,i,-1,-8%,8%,28µM*,0%
CC(=O)N1N=C(c2ccc(C)cc2)OC1c1ccc(C(C)C)cc1 (stereo not given),72%[activator],47%[activator],-4%,0%,-3,-20%,0%,8%,13%
CCOC(=O)c1cnc(-n2nc(C)cc2C)nc1NCc1ccc2c(c1)OCO2,-29%[12.7 µM],26%,11%,i,2,u,0%,u,-32%
COc1ccc(-c2nc3ncnn3cc2C)cc1F,-30%,10%,0%,-4%,-7,-6%,7%,-20%,-28%
CCOc1ccc(N(CC)C(=O)COc2cc(=O)n(C)c3ccccc23)cc1,-20%[59 µM],28%,-3%,-12%,1,-8%,-1%,-8%,-22%
Cc1ccc(S(=O)(=O)NCc2ccc3[nH]c(C)cc3c2)cc1,50µM*,3%,1%,-7%,0,-16%,17%,-31%,x
COc1cc(NC(=O)COC(=O)/C=C/c2ccccc2Cl)cc(OC)c1,-8%[59 µM],11%,4%,i,1,-6%,0%,-14%,1%
O=C(C(=O)N1CCN(c2cccc(Cl)c2)CC1)c1c[nH]c2ccccc12,u,27%,2%,i,-3,-19%,-4%,-32%,x
Cc1ccc(C(=O)Cn2c(NCCO)nc3ccccc32)cc1,u,8%,-7%,-1%,-15,u,26%,-8%,-8%
CN1C(C(=O)Nc2ccc(F)cc2F)=CC(c2ccco2)=NS1(=O)=O,u,22%&52%,1%&1%,-1%&-12%,-1&2,-5%&-18%,-2%&-5%,-6%&-11%,-25%&2%
Nc1c(N(CCO)C(=O)COc2ccc(Cl)cc2)c(=O)[nH]c(=O)n1Cc1ccccc1,u,39%,1%,4%,-2,-17%,-1%,u,-9%
CCOc1ccccc1OCCOCCOc1ccccc1[N+](=O)[O-],4%[59 µM],59%[activator],-7%,8%,8,-18%,10%,9%[57.1 µM],-1%
Clc1ccc(CCNc2nc3ccccc3s2)cc1,-37%[0.0925 µM],203%[activator],-4%,6%,4,-2%,14%,24%[57.1 µM],8%
COC(=O)CCN(c1ccccc1)S(=O)(=O)c1ccc(OC)cc1,11%,43%[activator],5%,-4%,-5,-15%,6%,2%,5%

# In the list so far, these contain bromine:
SMILES,G9a inh,HP1b chromo inh,Pin1 inhibitor,Tb PGK inh,PI4K2A block,POLH inh,GLS inhibitor,JMJD2A Tudor inh,BAZ2B block
CCOC(=O)Cn1c(=O)c2c(nc(Br)n2Cc2ccc(Cl)cc2)n(C)c1=O,-34%[12.7 µM],40%,4%,-4%,-4,-15%,0%,-3%,0%
Cc1ccc(-c2cc(C(=O)NN3CCOCC3)c3cc(Br)ccc3n2)o1,u,17%,1%,-3%,-1,0%,2%,-13%,-33%

# High-throughput results as filed in PubChem BioAssay.

# Only part of the results is shown; the hit share may differ from the screen's.
